High-throughput results deposited in PubChem by National Center for Advancing Translational Sciences (NCATS).
D3 ag: agonists of human D3 dopamine receptor. D3R DiscoveRx beta-arrestin cells, luminescence, 90 min. max activation, %. 410,000 tested, 0.58% active. AID 652048; in the data active = max activation above about 30%; also: 0% is about no effect; mostly tested at two doses, the higher about 12 µM
Target sequence (P35462 whole entry, looked up): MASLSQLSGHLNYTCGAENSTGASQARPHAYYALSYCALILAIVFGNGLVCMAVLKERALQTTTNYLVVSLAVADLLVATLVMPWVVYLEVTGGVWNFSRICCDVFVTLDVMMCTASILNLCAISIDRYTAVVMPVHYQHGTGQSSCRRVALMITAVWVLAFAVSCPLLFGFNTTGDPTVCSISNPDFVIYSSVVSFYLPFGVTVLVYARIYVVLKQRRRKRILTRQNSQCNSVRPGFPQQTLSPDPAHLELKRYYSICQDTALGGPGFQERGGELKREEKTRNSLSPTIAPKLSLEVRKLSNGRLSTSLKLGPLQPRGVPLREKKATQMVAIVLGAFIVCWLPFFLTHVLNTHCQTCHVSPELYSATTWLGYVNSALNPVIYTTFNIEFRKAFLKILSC
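Agonist mode: compounds and dopamine controls were applied to plated cells for 90 min at 37 degrees C after an overnight attachment at 1500 cells/well. Luminescent read-out followed 30 - 60 minutes at room temperature with DiscoveRx detection reagent.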
KB-V1 cytotox: kills drug-selected multidrug resistant KB-V1 cells; KB-V1 MDR cells viability, CellTiter-Glo, 72 h; Potency, µM (top dose mostly 46.1 µM), without a hit: at the highest dose activity change, negative = cytotoxicity, most hits filed as cytotoxic; 400,000 tested, 3.4% active; also: potency is read from the fitted curve at half-maximal effect; % is scaled to controls: 0 for no effect and ±100 for the full control effect; nearly all actives have a fitted effect of over 60% in size
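Luminescent ATP read-out (CellTiter-Glo, 10 min) measures survival of drug-selected KB-V1 MDR cells after 72 h, 37 degrees C compound exposure. Medium: phenol-red-free DMEM, 10% FBS. Values from fitted concentration-response curves.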
GLP1R ag: agonists of human GLP-1 receptor; 380,000 tested, 0.007% active; Potency, µM (top dose mostly 45.6 µM), for inactives: top-dose activation, actives largely listed as activators; HEK293 GLP-1R CRE-luciferase, luminescence, 4-6 h; cells express a hypersensitive GLP-1R form; also: potency is read from the fitted curve at half-maximal effect; % of control where 0% means no effect
Target sequence (P43220 whole entry, looked up): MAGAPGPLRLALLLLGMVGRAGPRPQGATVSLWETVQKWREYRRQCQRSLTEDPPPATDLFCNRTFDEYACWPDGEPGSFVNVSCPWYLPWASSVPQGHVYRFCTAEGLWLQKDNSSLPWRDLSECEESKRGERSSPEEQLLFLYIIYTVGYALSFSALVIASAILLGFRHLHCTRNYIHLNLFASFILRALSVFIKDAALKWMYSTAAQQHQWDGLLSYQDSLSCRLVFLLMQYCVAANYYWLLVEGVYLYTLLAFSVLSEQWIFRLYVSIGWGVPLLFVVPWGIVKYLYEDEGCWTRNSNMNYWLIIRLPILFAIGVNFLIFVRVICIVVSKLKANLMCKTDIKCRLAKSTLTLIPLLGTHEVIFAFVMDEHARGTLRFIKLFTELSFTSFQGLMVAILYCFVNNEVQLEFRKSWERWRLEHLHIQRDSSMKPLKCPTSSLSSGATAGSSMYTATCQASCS
HT1080NT lethal: kills 2HG-producing HT-1080-NT fibrosarcoma cells; HT-1080-NT fibrosarcoma viability, CellTiter-Glo ATP luminescence, 48 h; Potency, µM (highest dose often 46.1 µM), inactives show at the top dose activity, negative = less viability, actives largely listed as cytotoxic; 360,000 tested, 1.6% active; AID 686970;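 also: NT is the 2HG producing partner of a matched IDH1 knockdown line; potency is read from the fitted curve at half-maximal effect; 0% = DMSO-treated cells and -100% = media-only wells without cells; nearly all actives have a fitted effect of over 55% in size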
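Viability of the 2HG-overproducing fibrosarcoma line after 48 hours of compound exposure at 37 degrees C was determined by luminescence with CellTiter-Glo, and concentration-effect curves were then fitted and categorized.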
IL1B secr inh: inflammasome signaling inhibition, IL-1 beta readout; THP-1 LPS/ATP IL-1B secretion, AlphaLISA, 16 h; active compounds read low; activity change, % at 57.5 µM; 360,000 tested, 4.7% active; AID 743279; in the data active = activity change below about -50%; inconclusive = mostly about -30% to -49%; also: % is scaled to controls: 0 for no effect and ±100 for the full control effect
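Secreted IL-1B measured by AlphaLISA bead assay after 16 h compound exposure of THP-1 cells; compounds (final up to 57.5 uM) added 1 h before LPS (250 ng/mL) and ATP (1.25 mM) stimulation; lower signal means less secretion.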
KB-3-1 cytotox: KB-3-1 parental cell cytotoxicity | KB-3-1 viability, CellTiter-Glo ATP luminescence, 72 h | Potency, µM (highest dose often 46.1 µM), for the others: top-dose activity change, negative = cytotoxic, actives largely listed as cytotoxic | 400,000 tested, 1.4% active | AID 1347075; also: potency is read from the fitted curve at half-maximal effect; % is scaled to controls: 0 for no effect and ±100 for the full control effect; nearly all actives have a fitted effect of over 60% in size
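Cells are dispensed, compounds pinned in, plates held at 37 °C for 72 h, then CellTiter-Glo is added and luminescence read after 10 minutes. Cell line: parental KB-3-1 in phenol-red-free DMEM, 10% FBS.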
DRD3 antagonist: antagonists of human D3 dopamine receptor. 360,000 tested, 2.5% active. max response, negative = inhibition, %. D3R cells, DiscoveRx beta-arrestin luminescence, antagonist mode; active compounds read low. AID 652054; in the data active = max response below about -50%; inconclusive = no clear call, values can overlap the other calls; also: % is scaled to controls: 0 for no effect and ±100 for the full control effect; mostly tested at two doses, the higher about 12 µM
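Cells plated overnight at 1500 cells/well, then exposed to library compounds with dopamine controls for 90 minutes at 37 degrees C. DiscoveRx reagent added for 30–60 minutes at room temperature; luminescence read, quantitative HTS format.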
HT1080 IDH1KD tx: HT-1080 IDH1 knockdown cell toxicity (counter line). HT-1080 IDH1 knockdown viability, ATP luminescence, 48 h. Potency, µM (series often up to 46.1 µM), for the others: at the highest dose activity, negative = toxicity, usual class: cytotoxic. 360,000 tested, 2% active;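 also: potency is read from the fitted curve at half-maximal effect; 0% = DMSO wells and -100% = cell-free medium wells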
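HT-1080-IDH1KD cells (IDH1 knocked down), 750/well in RPMI with 5% FBS, treated with compound 48 h at 37 degrees C. Viability by CellTiter-Glo luminescence, normalised to DMSO and no-cell wells; concentration-response curves classed.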
SW480 rereplic: DNA re-replication induction in SW480 cells; SW480 DNA re-replication, Hoechst DNA content imaging, 48 h; 340,000 tested, 1.8% active; Potency, µM (series often up to 46.1 µM), for the others: at the top dose re-replication activation, actives largely listed as activators; also: potency is read from the fitted curve at half-maximal effect; % of control where 0% means no effect; nearly all actives have a fitted effect of over 55% in size
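Quantitative HTS format with DMSO vehicle controls; 48 hr drug incubation at 37 C, then 40 min Hoechst staining and scanning imager measurement at 405 nm excitation.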
The depositor's hits bear a star; u = inconclusive; x = no result given; [ ] = another dose, or the depositor's remark. Unless noted, calls follow the shape of the dose curve; as a rule, active = well fitted curve in the direction sought with a large enough effect; inconclusive = small, poorly fitted or top-dose-only effect, or another doubt; inactive = no such curve, though single readings can be large; an effect the other way counts as inactive or inconclusive.

[1] COc1cccc(COC(=O)c2ccc3c(=O)n4c(nc3c2)CCC4)c1OC
[2] CC(=O)NC(Cc1cccc(C)c1)C(=O)NC1CCN(C(=O)NCc2ccccc2)CC1 (stereo not drawn)
[3] CN1CCN(S(=O)(=O)c2cccc(C#N)c2)C(c2ccccc2)C1 (stereo not drawn)
[4] O=C(O)c1ccc(/C=C(\c2nc3ccccc3[nH]2)c2nc3ccccc3s2)cc1
[5] O=C(c1ccc(F)cc1F)N1CCCC(c2nc(-c3cccs3)no2)C1 (stereo not drawn)
[6] COCCNc1ncnc2c1ncn2[C@H]1CN(Cc2ccc(OC)cc2)C[C@@H](CO)O1
assay / entry	1	2	3	4	5	6
D3 ag	3	5	3	-3	4	5
KB-V1 cytotox	17%	2%	0%	13%	u	3%
GLP1R ag	-1%	2%	3%	-1%	19%	1%
HT1080NT lethal	-1%	5%	-1%	u	-20%	u
IL1B secr inh	26	11	-13	-70*	18	-1
KB-3-1 cytotox	21%	5%	7%	u	2%	0%
DRD3 antagonist	12	4	0	-3	-21	7
HT1080 IDH1KD tx	-15%	6%	4%	18µM*	2%	11%
SW480 rereplic	-49%	-15%	2%	12µM*	u	x

[7] COc1ccc(/C=C2/SC(=S)N(Cc3ccccc3)C2=O)cc1O
[8] O=C(Cc1nn[nH]n1)Nc1ccc(F)cc1F
[9] O=C(O/N=C\c1ccc(N2CCCCC2)c([N+](=O)[O-])c1)c1cccc(Cl)c1
[10] CCN(c1ccccc1)S(=O)(=O)c1cccc(C(=O)O)c1
[11] Cc1ccccc1NS(=O)(=O)c1ccc(S(=O)(=O)N2CCCC2)cc1
[12] CCOC(=O)N(C)c1c(CC)nc2c(OCCC3CCCCC3)cccn12
assay / entry	7	8	9	10	11	12
D3 ag	-4	-4	2	4	1	-24
KB-V1 cytotox	-7%	21%	u	12%	-10%	-3%
GLP1R ag	-2%	0%	-10%	1%	-3%	3%
HT1080NT lethal	-27%	7%	0%	-11%	3%	u
IL1B secr inh	u	1	5	12	3	-77*
KB-3-1 cytotox	-31%	-2%	u	-11%	-3%	0%
DRD3 antagonist	u	0	-11	-18	4	u
HT1080 IDH1KD tx	u	17%	23%	4%[9.24 µM]	1%	u
SW480 rereplic	-2%	26%	5%	-10%	x	x

[13] CC(OC(=O)c1ccc2ccccc2c1)C(=O)N(C)Cc1ccccc1 (stereo not drawn)
[14] Cc1ccc2c(c1)C(c1ccc([N+](=O)[O-])cc1)=NNC(c1ccc(Br)cc1)=N2
[15] CCC1(c2ccccc2)NC(=O)N(CC(=O)Nc2ccc3c(c2)CCC3)C1=O (stereo not drawn)
[16] COc1cccc(Nc2nnc(SCc3nc4ccccc4s3)s2)c1
[17] CC1CCCCN1C(=O)CSc1nnc(-c2cccnc2)o1 (stereo not drawn)
[18] COc1cc(OC)cc(C(=O)NCCSCc2ccc(Cl)cc2)c1
assay / entry	13	14	15	16	17	18
D3 ag	-2	1	2	-1	5	3
KB-V1 cytotox	-1%	u	2%	u	11%	-16%
GLP1R ag	-8%	-4%	6%	2%	9%	-3%
HT1080NT lethal	-5%	-4%	-19%	-13%	4%	0%
IL1B secr inh	2	-5	-18	-3	10	1
KB-3-1 cytotox	0%	-34%	-11%	30%	-1%	-3%
DRD3 antagonist	13	-1	-7	-5	-12	-2
HT1080 IDH1KD tx	-10%	-2%	-20%	-3%	12%	-6%
SW480 rereplic	u	-4%	x	-5%	-15%	16%

[19] CN(c1ccccc1)S(=O)(=O)c1ccc(C(=O)Nc2nnc(-c3ccc(F)cc3)o2)cc1
[20] O=C(O)CCCC(=O)NCc1c(Cl)cccc1Sc1ccc(Cl)cc1
[21] CC1=C(C(=O)OCc2ccccc2)C(c2ccccc2Br)NC(=O)N1 (stereo not drawn)
[22] CCOc1cc(C)c(S(=O)(=O)Nc2ccc(F)cc2)cc1C
[23] CCOC(=O)C1(Cc2ccc(OC)cc2)CCN(C(=O)c2cc(C)nn2C)CC1
[24] CNc1nc(SC)nc(N(C)C#N)n1
assay / entry	19	20	21	22	23	24
D3 ag	-4	-5	30	-6	8	0
KB-V1 cytotox	u	6%	-29%	0%	-17%	29%
GLP1R ag	-1%	3%	17%	1%	3%	5%
HT1080NT lethal	-9%	25%	-23%	u	u	0%
IL1B secr inh	81	x	-72*	-5	22	u
KB-3-1 cytotox	u	u	-7%	0%	u	1%
DRD3 antagonist	-88*	-4	52	6	27	2
HT1080 IDH1KD tx	u	3%	-27%	u	15µM*	-2%
SW480 rereplic	-6%	u	-4%	6%	u	13%

[25] N#CCC(=O)NCCCc1ccccc1
[26] C#CCN(C(=O)c1ccc(OC2CCN(Cc3ccccn3)CC2)cc1)C1CCCCC1
[27] CCCCSc1nnc([C@@H](NC(=O)OC(C)(C)C)C(C)C)o1
[28] CC(C)(C)c1cc(CCC(=O)N2CCC2)cc(C(C)(C)C)c1O
[29] O=C1CCC(C(=O)OCC(=O)c2ccccc2)N1 (stereo not drawn)
[30] CCC(c1nnnn1Cc1ccc2c(c1)OCO2)N1CCN(c2ccc(F)cc2)CC1 (stereo not drawn)
assay / entry	25	26	27	28	29	30
D3 ag	12	-20	-4	5	6	-3
KB-V1 cytotox	-11%	7%	0%	1%	-2%	-20%
GLP1R ag	2%	-1%	1%	2%	-1%	1%
HT1080NT lethal	2%	1%	-2%	-2%	17%	-29%
IL1B secr inh	13	u	19	-12	17	-14
KB-3-1 cytotox	3%	-1%	-3%	-10%	6%	u
DRD3 antagonist	-17	-7	11	1	11	0
HT1080 IDH1KD tx	0%	-2%	-6%	1%	17%	-19%
SW480 rereplic	696%	2%	-5%	-1%	-4%	u

[31] C=CCSc1nc2c(c(=O)[nH]1)C(C(C)C)C(C#N)=C(N)O2 (stereo not drawn)
[32] CN(C)Cc1c(C(=O)N/N=C/c2ccc(-c3ccccc3)cc2)nnn1-c1nonc1N
[33] COc1cc(NC(=O)CCc2c(C)nc3nc(-c4cc(OC)cc(OC)c4)nn3c2C)cc(OC)c1
[34] COc1cc(-c2cc(C(=O)O)c3cc4ccccc4cc3n2)cc(OC)c1OC
[35] COc1ccc(/C=N/NC(=S)SC)cc1OC
[36] CC(C)(C)NC(=O)CN(C(=O)CNS(=O)(=O)c1ccccc1)c1ccc2c(c1)OCCO2
assay / entry	31	32	33	34	35	36
D3 ag	6	0	-8	-1	9	1
KB-V1 cytotox	12%	4%	0%	0%	2%	4%
GLP1R ag	20%	-6%	1%	-1%	9%	-6%
HT1080NT lethal	-10%	15%	x	18%	-9%	9%
IL1B secr inh	29	-6	x	9	67	-7
KB-3-1 cytotox	-1%	15%	-5%	8%	7%	4%
DRD3 antagonist	9	0	x	19	-2	-11
HT1080 IDH1KD tx	-13%	7%	x	6%	-11%	3%
SW480 rereplic	2%	-4%	x	x	-10%	-5%

[37] Cn1cccc1C(=O)OCC(=O)Nc1cccc(S(=O)(=O)N2CCOCC2)c1
[38] CCN(C[C@H]1N[C@@](CC)(C(=O)OC)[C@H]2C(=O)N(C)C(=O)[C@@H]12)C(=O)Nc1ccc(F)cc1
[39] COc1cc(C(=O)NCc2nnc(SCC(=O)N3CCc4ccccc43)o2)cc(OC)c1OC
[40] COc1ccc(CCNC(=O)COc2ccc(S(=O)(=O)N3CCCC3)cc2)cc1
[41] O=C(NCc1ccccc1)C(c1ccccc1F)n1c(=O)c(-c2ccccc2)nc2ccccc21 (stereo not drawn)
[42] CCOC(=O)N1CCN(C(=O)c2ccc(C)c(S(=O)(=O)Nc3ccccc3)c2)CC1
[43] Nc1ccc(C(=O)c2cccs2)cc1
[44] c1ccc(-c2nnc(CN3CCCCC3)o2)cc1
[45] O=C(Nc1ccc(N2CCOCC2)cc1)c1cccc2c(-c3ccc(F)c(F)c3)coc12
assay / entry	37	38	39	40	41	42	43	44	45
D3 ag	1	5	-1	4	-4	0	0	-2	-3
KB-V1 cytotox	1%	-2%	4%	8%	-23%	1%	-15%	0%	-1%
GLP1R ag	27%	-2%	-3%	7%	x	15%	6%	-4%	12%
HT1080NT lethal	3%	0%	5%	17%	-14%	-1%	9%	-4%	-3%
IL1B secr inh	19	0	-1	22	-15	4	3	14	-5
KB-3-1 cytotox	-1%	3%	-17%	9%	-5%	-19%	5%	-1%	0%
DRD3 antagonist	-8	15	-3	14	-26	32	9	-5	-15
HT1080 IDH1KD tx	-4%	0%	17%	18%	-8%	-19%	1%	-5%	-2%
SW480 rereplic	43%	-61%	-1%	-7%	x	1%	110%	-3%	x

Compound profiles, from the list above. Values in the order: D3 ag, KB-V1 cytotox, GLP1R ag, HT1080NT lethal, IL1B secr inh, KB-3-1 cytotox, DRD3 antagonist, HT1080 IDH1KD tx, SW480 rereplic
Nc1ccc(C(=O)c2cccs2)cc1 across the screens: 0, -15%, 6%, 9%, 3, 5%, 9, 1%, 110%
O=C(Nc1ccc(N2CCOCC2)cc1)c1cccc2c(-c3ccc(F)c(F)c3)coc12 across the screens: -3, -1%, 12%, -3%, -5, 0%, -15, -2%, x
c1ccc(-c2nnc(CN3CCCCC3)o2)cc1 across the screens: -2, 0%, -4%, -4%, 14, -1%, -5, -5%, -3%
COc1cc(C(=O)NCc2nnc(SCC(=O)N3CCc4ccccc43)o2)cc(OC)c1OC across the screens: -1, 4%, -3%, 5%, -1, -17%, -3, 17%, -1%
CCN(C[C@H]1N[C@@](CC)(C(=O)OC)[C@H]2C(=O)N(C)C(=O)[C@@H]12)C(=O)Nc1ccc(F)cc1 across the screens: 5, -2%, -2%, 0%, 0, 3%, 15, 0%, -61%
